Ba/F3 V617F tox – loss of viability in JAK2V617F-driven Ba/F3 cells; hit rate 1.1% among 220,000; inhibition, % at 5.6 µM; AID 1446; Ba/F3 EpoR-JAK2V617F viability, ATP luminescence;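 active means inhibition above the campaign mean plus 3 SD over all tested compounds, cut at about 24% in these data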;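 further: cytokine-independent growth of Ba/F3 cells driven by EpoR plus mutant JAK2; 0% = DMSO-treated cells and 100% = JAK inhibitor I control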
TNF death inh – inhibitors of TNF-alpha induced necroptosis in Jurkat FADD-/- cells | hit rate 0.068% among 220,000 | Jurkat FADD-/- TNF necroptosis rescue, ATP luminescence, 24 h; 0 = TNF only, 100 = no-TNF cells | activation (protection from cell death), % at 10 µM;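 active means activation, meaning protection from cell death, of at least 50% relative to plate controls; inactive means activation below 50%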;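 further: necroptosis triggered by 40 ng/mL TNF-alpha added together with compound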
Wee1 stabilizer – blocks degradation of human Wee1 kinase; P30291; HeLa Luc-Wee1K328M stability, luciferase luminescence; 100% = proteasome inhibitor MG132 effect; reporter increase, % at 5 µM; hit rate 1.2% among 220,000;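 active means activation above the mean of all tested compounds plus 3 SD, set per screening run, cut at about 8.8% in these data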;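 further: cells exposed to compound for 20 h before luminescence read; 0% = DMSO alone and 100% = MG132 at 30 µM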
Target sequence (P30291 whole entry K328M): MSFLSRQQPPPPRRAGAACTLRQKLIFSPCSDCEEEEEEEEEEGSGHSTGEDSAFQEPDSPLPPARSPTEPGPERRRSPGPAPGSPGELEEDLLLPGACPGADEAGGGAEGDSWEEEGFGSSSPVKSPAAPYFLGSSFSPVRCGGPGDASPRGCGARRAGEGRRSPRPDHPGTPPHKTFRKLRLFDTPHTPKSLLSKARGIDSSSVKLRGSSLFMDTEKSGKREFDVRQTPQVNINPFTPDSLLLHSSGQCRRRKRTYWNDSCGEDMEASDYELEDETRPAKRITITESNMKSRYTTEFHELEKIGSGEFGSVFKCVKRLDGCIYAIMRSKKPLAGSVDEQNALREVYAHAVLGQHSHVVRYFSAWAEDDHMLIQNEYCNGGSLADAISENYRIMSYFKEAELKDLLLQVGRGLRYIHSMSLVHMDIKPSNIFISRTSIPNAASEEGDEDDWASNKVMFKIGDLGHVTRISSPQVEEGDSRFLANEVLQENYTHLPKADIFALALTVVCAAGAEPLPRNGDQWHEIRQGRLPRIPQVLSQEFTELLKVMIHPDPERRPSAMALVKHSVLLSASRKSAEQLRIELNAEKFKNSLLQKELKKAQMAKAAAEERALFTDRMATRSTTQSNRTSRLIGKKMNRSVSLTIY
CHOP inh – inhibitors of CHOP induction in ER stress response. CHO-K1 CHOP-promoter luciferase, tunicamycin-induced, 15-18 h. inhibition, % at 10 µM. hit rate 3.8% among 220,000;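 active means compounds that reduced the stress-induced luciferase reporter signal by more than about 70% of percent inhibition, limit read from the data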;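 further: 0% = tunicamycin plus vehicle and 100% = wells without tunicamycin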
TRPML3 agonist – human mucolipin-3 channel agonism. hit rate 0.29% among 220,000. activation, % at 3 µM. HEK293 TRPML3-YFP, Fluo-8 calcium fluorescence; 100% = the carbachol control signal. Q8TDD5. AID 1448;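 active means activation above its plate's cutoff, the mean activation of the plate's test wells plus 3 SD, cut at about 12% in these data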;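 further: 0% = DMSO only wells and 100% = carbachol wells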
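Test system: TRPML3-YFP stable HEK293 cells. Doses: single point at 3 µM. Incubation: dye loading 1 h 37 °C then 30 min ambient, 125 s read. Signal: Fluo-8 calcium dye fluorescence, ex 470-495, em 515-575 nm. Measure: percent activation from peak-to-basal fluorescence ratio, scaled between DMSO and carbachol.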
TRPN1 ag – agonists of zebrafish TRPN1 channel | HEK293 zebrafish TRPN1-YFP, Fluo-8 calcium fluorescence; 100% = response to 87 µM carbachol | activation, % at 3 µM | hit rate 0.18% among 220,000 | AID 1424;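 active means activation above its plate's cutoff, the mean activation of test wells on that plate plus 3 SD, cut at about 19% in these data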;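 further: 0% = DMSO alone and 100% = 87 µM carbachol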
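Material – zebrafish TRPN1-YFP in HEK293 cells · Doses – 3 µM single point · Schedule – dye 1 h 37 °C plus 30 min RT · Signal – Fluo-8 calcium fluorescence, excitation 470-495 nm, emission 515-575 nm · Read-out – % activation versus carbachol response · Control set – carbachol high, DMSO low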
RBBP9 inhibitor – blocks human serine hydrolase RBBP9 | O75884 | inhibition, % at 7.94 µM | recombinant RBBP9, FP-Rh probe fluorescence polarization | hit rate 0.2% among 220,000;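 active means inhibition above the campaign mean of all tested compounds plus 3 SD, cut at about 14% in these data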;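 further: plate controls were DMSO wells with RBBP9 for no effect and wells lacking RBBP9 protein for full effect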
Target sequence (O75884 whole entry, looked up): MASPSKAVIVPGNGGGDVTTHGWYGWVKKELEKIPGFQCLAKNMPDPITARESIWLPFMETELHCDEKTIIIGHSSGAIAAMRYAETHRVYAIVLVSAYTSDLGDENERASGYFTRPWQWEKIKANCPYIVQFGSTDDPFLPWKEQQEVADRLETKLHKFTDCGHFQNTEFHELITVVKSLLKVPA
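Material: RBBP9 protein. Amount: RBBP9 at 2.5 µM in dispensed solution, before mixing. Schedule: 30 min then 45 min, 25 °C. Medium: Tris buffer pH 8.0, NaCl, Pluronic. Measured by: fluorescence polarization. Measure: percent inhibition from mP, scaled between DMSO and no-protein wells. Replication: one well per compound.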
PPC-1+TRAIL kill – PPC-1 cancer cell killing with TRAIL present. cell killing (% activity), % at 4 µM. hit rate 0.41% among 220,000. PPC-1 cells + TRAIL, ATPLite viability luminescence;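 active means cell killing above 50% in the first pass at 4 µM, then a duplicate retest at 5 µM averaging 50% or more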;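 further: plate controls were cells with TRAIL plus DMSO for no effect and medium-only wells lacking cells for full effect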
BaF3 tox – counter-screen for JAK2V617F inhibitors: parental Ba/F3 viability inhibitors; CellTiter-Glo ATP luminescence; inhibition, % at 5.6 µM; hit rate 1.1% among 220,000;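 active means inhibition above a per-campaign cutoff, the mean inhibition of all tested compounds plus 3 SD, cut at about 27% in these data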;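 further: 0% = DMSO wells and 100% = JAK Inhibitor I control wells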
* = called active by the depositor.

SMILES	Ba/F3 V617F tox	BaF3 tox	PPC-1+TRAIL kill	RBBP9 inhibitor	TNF death inh	TRPN1 ag	TRPML3 agonist	CHOP inh	Wee1 stabilizer
S=C(NCCSCc1c(Cl)cccc1Cl)Nc1ccccc1	3	11	25	-9	-4.5	1.8	-0.2	32	-2
O=C(O)COc1cccc(NC(=O)C2CCCO2)c1 (stereo not given)	3	8	-2	-4	-1.1	0.4	0.5	15	2
Cc1ccc2nc(-c3ccccn3)cc(C(=O)Nc3ccc(S(=O)(=O)N4CCOCC4)cc3)c2c1	-2	2	5	-3	-1.8	1.8	1.3	13	4
Cc1ccccc1CC1(CO)CCCN(C(=O)c2cc(-c3ccccc3)no2)C1 (stereo not given)	-2	7	6	-9	0.2	0.7	0.1	49	-1
CC(C)Oc1ccc(C(=O)CCN2CCCCC2)cc1	3	1	10	-5	-0.5	1.1	0.1	-9	0
C#CCOCCOCCOCCNc1nc(N2CCN(C(=O)[C@H](CCCCN)n3cc([C@@H](N)C(C)CC)nn3)CC2)nc(N2CCN(C(=O)[C@H](Cc3ccc(O)cc3)n3cc([C@@H](N)C(C)CC)nn3)CC2)n1 (stereo not given in full)	-5	6	20	-3	3.3	-0.4	0.8	7	0
CN(/N=C/c1ccc2c(c1)OCO2)c1nc(N2CCOCC2)nc(N2CCOCC2)n1	4	2	-2	-14	-0.5	1.5	0.7	36	0
O=C(C1CCCCC1)N1CCN(S(=O)(=O)c2ccc(Br)cc2)CC1	0	1	22	-10	-3.7	0.2	0.7	6	-3
Cc1nn(-c2ccccc2C(F)(F)F)c(=O)c2noc(C)c12	1	-6	22	-4	-1.4	2.1	0.5	4	0
CC1(C)CC(=O)C(N=Nc2cc3c(cc2[N+](=O)[O-])OCCO3)=C(O)C1	-2	2	16	-8	0.6	-2.0	-0.3	-16	-2
COc1ccc(S(=O)(=O)N2CCOC2CNC(=O)C(=O)NCCc2c[nH]c3ccccc23)cc1 (stereo not given)	0	8	-5	-6	-5.4	0.5	1.0	35	0
N#Cc1c(NCCN)nc(-c2ccccc2)c2c1CCCC2	3	5	28	9	-3.1	-1.0	0.8	108*	5
Cn1c(NC(=O)/C=C/c2ccc(Cl)c(Cl)c2)cc(=O)n(C)c1=O	-3	3	8	1	1.5	-0.9	1.1	-65	3
Cc1ccc(NC(=O)c2oc3ccc(S(=O)(=O)N4CCOCC4)cc3c2C)c(C)c1	-1	2	20	8	1.0	1.1	1.1	-4	-2
COCCCNC(=O)CSc1nc2ccccc2c(=O)n1CCC(=O)NCCc1ccc(OC)c(OC)c1	1	4	18	1	0.0	1.2	-0.6	-14	1
Cc1cc2nnc(SCc3ccccc3)n2c(N)n1	-2	2	-6	-2	1.2	0.0	0.2	-20	3
COc1ccc(NC(=O)c2ccc3snnc3c2)cc1	2	5	25	-11	-0.9	1.0	-0.2	6	7
CCCNC(=O)CN(C)S(=O)(=O)c1ccc(F)cc1	0	4	30	-6	0.9	0.3	0.9	24	-4
COc1cccc(C(=O)Nc2cccc3c2ccc2cccn23)c1	-3	3	1	-1	-1.1	-0.5	-0.7	-34	0
CCCCc1ccc(NC(=O)CN2NS(=O)(=O)c3ccccc3C2=O)cc1	-6	4	-5	-11	-2.2	-0.7	-0.3	48	1
Cc1c(-n2cccc2C=O)cccc1[N+](=O)[O-]	1	6	1	2	0.6	-0.6	0.6	13	-1
COc1ccc(N=Cc2oc3ccc4ccccc4c3c2O)cc1	0	10	1	-9	1.0	7.3	4.9	-25	0
O=C(CN1CCN(S(=O)(=O)c2ccc(Cl)cc2)CC1)Nc1ccc2c(c1)OCO2	-2	5	2	-9	-0.8	0.8	1.1	7	3
COc1ccc(N(C(=O)C(C)C)S(=O)(=O)c2ccc3c(c2)n(C)c(=O)n3C)cc1	-2	0	24	-3	-0.5	-1.4	0.8	48	0
CCc1ccc(-c2nc(CN3CCC(C(=O)N4CCN(c5ccccn5)CC4)CC3)c(C)o2)cc1	-2	8	8	1	-12	-0.1	0.7	51	-2
COc1ccc(/C=N/NC(=O)c2ccncc2)cc1[N+](=O)[O-]	-3	3	7	-8	1.1	1.1	0.4	7	-1
CC(C)C(=O)N1CCC(CN=Cc2c(O)n(C3CCCCC3)c(=O)n(C3CCCCC3)c2=O)CC1	2	3	4	-5	-0.2	0.2	0.0	104*	-3
CCN1CCN(C(c2cc(OC)c(OC)c(OC)c2)c2nnnn2C(C)C)CC1 (stereo not given)	0	8	30	2	-0.4	0.9	1.0	15	1
Cc1cccc(N2C(=O)C(O)=C(C(=O)c3cccs3)C2c2cccc(Oc3ccccc3)c2)n1 (stereo not given)	-1	2	-1	-8	-0.4	-0.3	-0.3	6	6
COc1ccc(/C=C2/Sc3ccc(C(=O)N4CCc5ccccc5C4)cc3NC2=O)cc1	-1	1	-3	-12	2.1	0.6	0.7	11	-2

Part of the list above, with two lines to a compound:
The line under a structure holds: Ba/F3 V617F tox, BaF3 tox, PPC-1+TRAIL kill, RBBP9 inhibitor, TNF death inh, TRPN1 ag, TRPML3 agonist, CHOP inh, Wee1 stabilizer
S=C(NCCSCc1c(Cl)cccc1Cl)Nc1ccccc1
    3, 11, 25, -9, -4.5, 1.8, -0.2, 32, -2
O=C(O)COc1cccc(NC(=O)C2CCCO2)c1 (stereo not given)
    3, 8, -2, -4, -1.1, 0.4, 0.5, 15, 2
Cc1ccc2nc(-c3ccccn3)cc(C(=O)Nc3ccc(S(=O)(=O)N4CCOCC4)cc3)c2c1
    -2, 2, 5, -3, -1.8, 1.8, 1.3, 13, 4
Cc1ccccc1CC1(CO)CCCN(C(=O)c2cc(-c3ccccc3)no2)C1 (stereo not given)
    -2, 7, 6, -9, 0.2, 0.7, 0.1, 49, -1
CC(C)Oc1ccc(C(=O)CCN2CCCCC2)cc1
    3, 1, 10, -5, -0.5, 1.1, 0.1, -9, 0
C#CCOCCOCCOCCNc1nc(N2CCN(C(=O)[C@H](CCCCN)n3cc([C@@H](N)C(C)CC)nn3)CC2)nc(N2CCN(C(=O)[C@H](Cc3ccc(O)cc3)n3cc([C@@H](N)C(C)CC)nn3)CC2)n1 (stereo not given in full)
    -5, 6, 20, -3, 3.3, -0.4, 0.8, 7, 0
CN(/N=C/c1ccc2c(c1)OCO2)c1nc(N2CCOCC2)nc(N2CCOCC2)n1
    4, 2, -2, -14, -0.5, 1.5, 0.7, 36, 0
O=C(C1CCCCC1)N1CCN(S(=O)(=O)c2ccc(Br)cc2)CC1
    0, 1, 22, -10, -3.7, 0.2, 0.7, 6, -3
Cc1nn(-c2ccccc2C(F)(F)F)c(=O)c2noc(C)c12
    1, -6, 22, -4, -1.4, 2.1, 0.5, 4, 0

Continuation.
SMILES	Ba/F3 V617F tox	BaF3 tox	PPC-1+TRAIL kill	RBBP9 inhibitor	TNF death inh	TRPN1 ag	TRPML3 agonist	CHOP inh	Wee1 stabilizer
Cn1c(CN2CCOCC2)nc2cc(NC(=O)COc3ccccc3)ccc21	0	1	6	-8	-0.2	2.2	2.0	11	-1
CCN(CC)c1ccc(/C=N/NC(=O)Cc2ccc(OC)c(OC)c2)cc1	2	-3	21	1	-0.8	-3.0	-0.9	14	0
Cc1nn(C)c(Cl)c1CN1CCCC(CO)(Cc2cccc(Cl)c2)C1 (stereo not given)	-4	6	11	-10	1.6	-1.2	0.0	3	-1
CCCCC1CC(C)(C(=O)CSc2nc3ccccc3s2)OC1=O (stereo not given)	-1	3	2	-4	0.4	-1.4	0.7	62	-1
CCC(=O)N1CCN(CCN=CC2=C(O)CC(C)(C)CC2=O)CC1	-3	1	19	-3	-1.1	-2.6	-0.2	-3	-2
CCOC(=O)N1CCN(C(=O)C2c3cc(OC)c(OC)cc3C(=O)N3CCc4ccccc4C23)CC1 (stereo not given)	3	11	20	-7	0.3	0.1	0.9	9	2
CCOC(=O)c1sc(N)c(C#N)c1COC(=O)CNC(=O)c1cc(OC)c(OC)c(OC)c1	-1	1	-14	-10	-1.3	-0.4	-0.8	14	0
Cc1onc(-c2ccccc2Cl)c1C(=O)NCc1nc(-c2ccccc2)no1	1	2	33	1	0.2	0.6	0.6	57	0
Cc1nc2ccccn2c1C(=O)CSc1ccc(Cl)cc1Cl	2	6	1	-2	-1.8	-0.4	0.1	45	-1
COc1ccc(/C(C)=C2\SC(=S)N(CCC(=O)O)C2=O)cc1	10	6	13	-1	-1.2	0.8	0.7	10	1
NS(=O)(=O)c1ccc(CCNC(=O)/C=C/c2ccc([N+](=O)[O-])cc2)cc1	3	1	13	-3	-0.3	0.9	1.1	8	5
Cc1ccc(C)c2[nH]c(=O)c(CN(Cc3ccc4c(c3)OCO4)Cc3nnnn3Cc3ccco3)cc12	-3	6	1	-6	-11	0.9	0.0	26	4
Cn1cc(CN2CCCCC2CO)c(-c2ccc(Oc3ccccc3)cc2)n1 (stereo not given)	-1	8	18	-2	0.4	-1.2	1.1	4	-1

Compound activity (PubChem BioAssay)

Not a hit list; overall some 6.8% were active at least once.
